High-throughput results: PubChem, several laboratories
Rad51 HR inh – blocks human Rad51 in homologous recombination. Q06609. inhibition, % at 10 µM. hRad51 DNA strand exchange, fluorescence dequenching. 0.085% of 200,000 active. AID 1385;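 active = inhibition above 40% at the single screening dose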;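 note: 0% = DMSO control wells and 100% = blanks with heterologous ssDNA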
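material = hRad51 filaments on single-stranded DNA | reagent = Donor/quencher-labelled 47-bp dsDNA substrate | compound = 10 µM final, single point | schedule = strand-exchange reaction 15 min at room temperature | measured by = fluorescein emission 520 nm, excitation 485 nm | read-out basis = % inhibition versus plate control and blank means | benchmarks = plate controls and plate blanks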
eIF4E-4G inh – inhibitors of eIF4E and eIF4G interaction in translation initiation | P63073+Q04637 | TR-FRET eIF4E-eIF4GI(517-606) binding, 2 h | inhibition, % at 21.7 µM | 0.37% of 220,000 active;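 active = inhibition above about 30%, limit read from the data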;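 note: 0% = full FRET control wells and 100% = background wells lacking eIF4GI fragment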
zVAD death inh – L929 zVAD cell death inhibition. viability rescue, % at 10 µM. 0.38% of 220,000 active. L929 zVAD necroptosis rescue, ATP luminescence, 24 h; with zVAD 60 µM;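 active = activation, scaled between plate controls, above about 75%, limit read from the data; inactive = activation under that limit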;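 note: 0% = zVAD with DMSO and 100% = DMSO alone without zVAD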
TNF death inh – TNF-alpha cell death inhibition in Jurkat FADD-/- cells. activation (protection from cell death), % at 10 µM. Jurkat FADD-/- TNF necroptosis rescue, ATP luminescence, 24 h; 0 = TNF only, 100 = no-TNF cells. 0.068% of 220,000 active;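 active = activation, meaning protection from cell death, of at least 50% relative to plate controls; inactive = activation below 50%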;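 note: necroptosis triggered by 40 ng/mL TNF-alpha added together with compound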
MDM2 E3 inh – blocks human Mdm2 ubiquitin ligase activity; 0.11% of 210,000 active; Q00987; cell-based MDM2 ubiquitination luciferase reporter, 2 h; 0 = plate control, 100 = twice control, blank-subtracted; signal enhancement, % at 5 µM;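 active = signal enhancement of 30% or more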;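 note: luminescence tracks abundance of the self-degrading MDM2-luciferase fusion protein; higher signal means inhibition of MDM2 E3 ligase activity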
Target sequence (Q00987 whole entry, looked up, the tested form may be a part): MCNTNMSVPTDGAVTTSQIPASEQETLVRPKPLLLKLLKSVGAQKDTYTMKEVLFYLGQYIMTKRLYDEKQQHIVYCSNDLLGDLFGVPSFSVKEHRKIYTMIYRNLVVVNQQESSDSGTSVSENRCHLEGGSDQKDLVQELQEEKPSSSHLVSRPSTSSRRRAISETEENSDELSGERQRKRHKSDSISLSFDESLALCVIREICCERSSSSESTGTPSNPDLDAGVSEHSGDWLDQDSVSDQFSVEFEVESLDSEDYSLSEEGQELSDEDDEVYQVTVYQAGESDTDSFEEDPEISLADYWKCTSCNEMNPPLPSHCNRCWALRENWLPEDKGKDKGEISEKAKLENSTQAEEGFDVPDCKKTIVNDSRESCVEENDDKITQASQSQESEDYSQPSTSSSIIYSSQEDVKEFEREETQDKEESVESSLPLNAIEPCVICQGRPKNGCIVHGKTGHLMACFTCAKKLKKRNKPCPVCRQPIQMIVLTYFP
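test system = mammalian cells stably expressing self-ubiquitinating, self-degrading MDM2 E3–luciferase fusion | quantity = 2000 cells/well | incubation = cell settling 4 h, compound treatment 2 h, both 37 °C | signal = luminescence with SteadyLite reagent, 15 min at room temperature | evaluation = % enhancement relative to plate controls after blank subtraction | benchmarks = plate controls and plate blanks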
PERK inh – human PERK inhibition, primary cell-based screen; Q9NZJ5; AID 1416; 0.17% of 220,000 active; CHO PERK-DD fusion, SEAP luminescence translation reporter; inhibition, % at 5.6 µM;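 active = inhibition above the mean inhibition of all tested compounds plus 3 SD, set separately per screening campaign, cut at about 2.9% in these data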;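 note: PERK kinase domain activated by AP20187 dimerizer at 100 nM; 0% = DMSO with dimerizer and 100% = rapamycin at 8.4 µM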
m-calpain inh – blocks pig calpain II enzyme activity; purified calpain II, fluorogenic peptide substrate, 30 min; inhibition, % at 16 µM; 0.37% of 220,000 active; AID 1236;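 active = inhibition above about 50%, limit read from the data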
KCC2 mod – modulates chloride dependent transport by human KCC2; Q9H2X9; AID 1456; B-score of Tl+ flux slope (higher = more flux/activation; lower = inhibition) at 10 µM; KCC2 cells, thallium flux FluoZin-2 fluorescence; 2.2% of 190,000 active;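 active = thallium flux slope and its plate-corrected score both differing from the plate sample mean at a set confidence after two filtering rounds, in either direction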;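 note: slope of fluorescence scaled to starting intensity during 10 to 20 s after thallium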
EBV gp42 block – EBV gp42 inhibition; Q1HVG2; Fluorescence polarization binding assay, mP read-out; inhibition, % (tested at 21.74 µM); 0.42% of 220,000 active; AID 1085; in the data active = inhibition above about 50%
Target sequence (Q1HVG2 whole entry, looked up): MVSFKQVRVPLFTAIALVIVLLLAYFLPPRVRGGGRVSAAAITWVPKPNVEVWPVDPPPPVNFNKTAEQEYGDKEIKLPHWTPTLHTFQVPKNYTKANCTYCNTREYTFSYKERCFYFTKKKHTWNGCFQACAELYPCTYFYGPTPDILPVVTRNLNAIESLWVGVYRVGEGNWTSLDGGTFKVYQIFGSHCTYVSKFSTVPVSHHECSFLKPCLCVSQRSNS
Starred values were filed as active, the others as inactive; i = inactive; x = no result given; [ ] = another dose, or the depositor's remark.

Compound	Rad51 HR inh	eIF4E-4G inh	zVAD death inh	TNF death inh	MDM2 E3 inh	PERK inh	m-calpain inh	KCC2 mod	EBV gp42 block
COc1ccc(-c2[nH]c(-c3ccc(F)cc3)nc2SCC(=O)NC2CCCC2)cc1	3	0	3.5	3.6	x	-1.1	-16	-0.018	14
O=C(c1cccc(Cl)c1)N(Cc1cccs1)C1CCS(=O)(=O)C1 (centres undefined)	13	-4	-0.7	-0.5	-11	-0.3	23	x	2
O=C1N=C(N2CCCCC2)S/C1=C/C1=Cc2ccccc2OC1	-4	-1	1.1	-0.2	7	0.9	-20	-2	-14
Cc1nnc(SCC2=C(C(=O)O)N3C(=O)C(NC(=O)c4cc(F)c(F)cc4Cl)C3SC2)s1 (centres undefined)	4	2	2.0	0.9	-14	0.6	-3	-1.2	10
Cc1ccc(NC(=O)c2ccc(F)cc2)nc1	7	-1	14	3.5	-4	-0.7	-17	1.2	-13
Nc1ncnc2c1ncn2[C@H]1C[C@H](O)[C@@H](COP(=O)(O)O)O1	-5	3	3.0	1.5	x	2.2	-17	0.033	-12
O=C1CC(c2ccc(S(=O)(=O)NCCOc3ccccc3)cc2)CN1 (centres undefined)	-1	2	0.3	-1.6	-7	2.1	7	-0.56	-5
COc1ccc(NC(=O)c2ccco2)c(OC)c1	4	x	0.4	-3.9	-13	0.8	26	-1.6	-12
Fc1cccc(CSc2nnc3c(n2)[nH]c2ccccc23)c1	13	-14	0.0	-6.5	x	0.9	-11	0.71	-11
COC(=O)C(Cc1cnc[nH]1)NC(=O)C1CCC(=O)N1 (centres undefined)	-4	2	0.2	0.7	-4	1.1	19	0.36	-2
CS(=O)(=O)N(CC(=O)N1CCOCC1)c1cccc([N+](=O)[O-])c1	9	5	-0.6	-0.5	-20	0.3	37	0.57	-6
CCOC(=O)c1c(-c2ccc(C)cc2)csc1NC(=S)NC(=O)c1ccccc1	-1	x	-0.1	-12	-8	0.9	20	2.7	-9
COc1cc(OC)c2c(C)cc(=O)oc2c1	-4	18	0.2	-5.4	-3	0.7	i	0.81	-7
CC(=O)Nc1cccc(NC(=O)CSc2nn3c(=O)c(C)nnc3s2)c1	9	-23	-0.3	1.6	-4	x	-23	-0.0046	-9
COc1cccc(C(=O)O/N=C(\C)c2cnccn2)c1	x	2	0.5	0.8	-24	0.4	-11	-0.18	-11
N/C(COc1ncn(-c2ccccc2)n1)=N\S(=O)(=O)c1ccccc1	31	-2	7.6	-1.2	-21	0.5	-11	-1.9	8
N#Cc1ccccc1NC(=O)CC1c2ccccc2Oc2ccccc21	16	17	-0.2	0.4	7	-0.5	22	-0.029	2
CCOC(=O)C1=C(Cn2cnc3ccccc32)NC(=O)NC1c1ccc(Cl)cc1 (centres undefined)	9	-4	-0.2	0.8	-2	-2.4	-14	x	-9
Cc1cc(S(=O)(=O)N2CCC(NC(=O)C34CC5CC(CC(C5)C3)C4)CC2)ccc1-n1cnnn1	-3	1	0.2	0.5	0	0.9	-6	x	-13
O=C(c1cc2c([nH]c1=O)CCCC2)N1CCc2c([nH]c3ccccc23)C1c1ccccc1F (centres undefined)	6	3	6.2	-1.3	5	-0.1	-134	0.076	8
CCn1c2ccccc2c2cc(CN3CCN(C(=O)c4ccco4)CC3)ccc21	3	x	0.3	1.1	-7	-0.7	-52	0.65	11
COCCCNC(=O)CN(Cc1ccc(Cl)cc1)S(C)(=O)=O	3	7	x	2.2	-11	-1.0	19	-0.099	-2
CCNC(=S)Nc1cccc(Cl)c1C	-4	-10	-0.3	-5.1	-2	1.1	1	x	-13
O=C(c1cc(-c2ccccc2)nc2ccccc12)N1CCc2ccccc2C1	x	4	0.6	3.0	-1	-0.3	17	-0.57	5
Fc1c(F)c(C(F)(F)F)c(F)c(F)c1N1CCN(c2ccc3nnc(C(F)(F)F)n3n2)CC1	0	35*[fluorescence artefact?]	3.7	-7.5	-1	0.5	59*	0.65	-7
COCc1cc(=O)n2[nH]c(C(C)(C)C)cc2n1	-4	-3	-0.1	0.7	-12	0.6	-18	-0.42	-7
Cc1ccc(C(=O)O)cc1NC(=S)NC(=O)c1ccc([N+](=O)[O-])cc1Cl	6	4	0.7	3.2	-7	0.8	7	0.48	-15
O=C(Oc1ccc2ccccc2c1Cl)N1CCCCCC1	-3	7[fluorescence artefact?]	2.4	1.5	-25	1.0	44	-0.9	1
COc1cc2c(cc1NC(=O)COC(=O)[C@@H](NS(=O)(=O)c1ccccc1)C(C)C)oc1ccccc12	-5	-2	4.6	3.4	-11	-1.2	-70	0.33	-14
Cc1cc(C)nc(-n2ncc3c2CC(c2ccc(C(C)C)cc2)CC3=O)n1 (centres undefined)	x	7	1.7	-1.6	x	-1.4	-40	-0.99	12

Fetched by compound from the entries so far, 3 records:
Compound	Rad51 HR inh	eIF4E-4G inh	zVAD death inh	TNF death inh	MDM2 E3 inh	PERK inh	m-calpain inh	KCC2 mod	EBV gp42 block
COc1cccc(C(=O)O/N=C(\C)c2cnccn2)c1	x	2	0.5	0.8	-24	0.4	-11	-0.18	-11
COCc1cc(=O)n2[nH]c(C(C)(C)C)cc2n1	-4	-3	-0.1	0.7	-12	0.6	-18	-0.42	-7
Fc1cccc(CSc2nnc3c(n2)[nH]c2ccccc23)c1	13	-14	0.0	-6.5	x	0.9	-11	0.71	-11

Whole records from above.
O=C(c1cc(-c2ccccc2)nc2ccccc12)N1CCc2ccccc2C1 is listed as Rad51 HR inh = x; eIF4E-4G inh = 4; zVAD death inh = 0.6; TNF death inh = 3.0; MDM2 E3 inh = -1; PERK inh = -0.3; m-calpain inh = 17; KCC2 mod = -0.57; EBV gp42 block = 5
COc1cc2c(cc1NC(=O)COC(=O)[C@@H](NS(=O)(=O)c1ccccc1)C(C)C)oc1ccccc12 is listed as Rad51 HR inh = -5; eIF4E-4G inh = -2; zVAD death inh = 4.6; TNF death inh = 3.4; MDM2 E3 inh = -11; PERK inh = -1.2; m-calpain inh = -70; KCC2 mod = 0.33; EBV gp42 block = -14

Further results follow:
Compound	Rad51 HR inh	eIF4E-4G inh	zVAD death inh	TNF death inh	MDM2 E3 inh	PERK inh	m-calpain inh	KCC2 mod	EBV gp42 block
COC(=O)c1ccc(NC(=O)CSc2nnc(-c3ccncc3)n2C)cc1	3	1[fluorescence artefact?]	0.9	-2.4	-15	0.9	-3	0.55	-9
CCCC(NC(=O)c1c(C)noc1C)C12CC3CC(CC(C3)C1)C2 (centres undefined)	0	-9	-0.1	0.1	-4	0.7	25	-0.018	-20
O=C(O)C1CC=CCC1C(=O)NC12CC3CC(CC(C3)C1)C2 (centres undefined)	-5	-2[fluorescence artefact?]	-0.2	-1.6	-19	1.7	20	0.54	-5
CCOc1ccc(-c2cc(C(=O)O)c3ccccc3n2)cc1	-5	5	0.6	-2.0	-5	0.0	-419	x	-10
CC(C)OC(=O)C1C(=O)CC(C)(O)C(C(=O)OC(C)C)C1c1ccccc1 (centres undefined)	-2	2	0.0	2.1	-8	0.6	-14	-0.81	6
CC1=Nc2cc(Cl)ccc2Oc2ccccc21	x	4	0.0	-0.7	-25	1.6	27	0.55	-5
CCCCN(C)C(=O)c1oc2ccc(S(=O)(=O)N3CCCCCC3)cc2c1C	-2	4	-0.1	-0.1	-4	-2.1	21	-0.21	-12
CC1CCN(CCOCCSc2ccc(Cl)cc2)CC1	3	0	-0.3	2.6	-5	0.1	-12	-3.2	-14
O=C(NCc1ccncc1)Nc1ccc2c(c1)OCO2	x	-3	-1.3	0.6	-17	0.4	-10	1	-1
Cc1cccc(NC(=O)/C=C/c2cccs2)n1	-2	-7[fluorescence artefact?]	-0.2	-3.8	-67	0.2	21	x	-23
O=C(COC(=O)c1oc2ccccc2c1CSc1ccc(Cl)cc1)NC1CCCC1	10	-4[fluorescence artefact?]	-0.1	-1.2	-6	0.2	25	-0.00045	-8
Cc1cccc(NC(=S)N2CCN(c3ccc(F)cc3)CC2)c1	0	-3	-1.7	0.0	-2	0.2	-1	-1.7	-15
COc1ccc(N(CC(=O)NC2CCCCC2)S(=O)(=O)c2c(C)[nH]c(=O)[nH]c2=O)cc1	1	-2	0.6	-0.5	0	0.9	-20	1.1	-2
C/C(=N/NC(=O)c1cc(O)c(O)c(O)c1)c1ccc([N+](=O)[O-])cc1	10	3	1.1	-1.4	-7	0.2	-20	0.64	3
CCOc1ccc(C2C(C(=O)Nc3cc(C)on3)c3ccccc3C(=O)N2CCN2CCOCC2)cc1 (centres undefined)	-1	-2	2.0	3.6	28	-0.1	-28	x	-19
O=C(Oc1ccc(Br)cc1C(=S)N1CCCCC1)c1cc([N+](=O)[O-])cc([N+](=O)[O-])c1	1	-2	-0.6	-1.8	-11	0.9	9	-0.71	-14
Cc1ccc(S(=O)(=O)N2CCN(CC(=O)N/N=C\c3ccccn3)CC2)cc1	-15	-4	0.1	-0.1	-4	-0.6	13	1.8	-4
Cc1cc(Cl)ccc1OCCCC(=O)NO	0	12	-0.7	-6.3	-11	-0.1	-3	0.41	-17
CCOC(=O)C1CCCN(c2ccc(NC(=O)c3snc4c(=O)[nH]c(C)nc34)cc2)C1 (centres undefined)	-6	-8	-0.5	-4.7	0	1.0	-17	-0.42	-17
CCc1nc2ccccc2n(CC)c1=O	0	4	1.1	-0.3	-12	0.3	-86	x	-15
CCSc1nnc(NC(=O)C2CC=CCC2C(=O)O)s1 (centres undefined)	6	7	1.3	1.7	-14	1.2	-11	1.6	-4
COc1ccccc1NC(=O)c1c(Nc2ccccc2C)sc(C(=O)Nc2cccc(Cl)c2)c1N	-50	22	0.6	-1.0	-18	-0.3	-40	0.66	-12
CNS(=O)(=O)c1cccc(C(=O)OCC(=O)N(CCC#N)c2ccccc2)c1	x	-1	1.3	0.0	3	0.0	-21	-0.15	-24
COc1ccc(OC)c(NC(=O)C2CC(=O)N(c3ccccc3)C2)c1 (centres undefined)	0	1	0.8	0.7	6	-0.6	-10	-0.052	-16
Cc1ccc(CNC(=O)C23CN(Cc4ccccc4)CC2C(c2cccc([N+](=O)[O-])c2)=NO3)cc1 (centres undefined)	0	1	1.2	-2.9	-2	-1.2	-73	-1.5	-10
Cc1cc(NC(=O)COC(=O)c2c(C)nn(-c3ccccc3)c2C)no1	7	-3	1.0	-0.1	24	-0.6	17	-0.82	-26
